Screening data deposited in PubChem by several laboratories.
FXIa inh 1536 – inhibitors of human coagulation factor XIa. P03951. purified FXIa, Boc-Glu-Ala-Arg-AMC fluorogenic substrate. inhibition, % at 5 µM. 220,000 compounds, 0.14% hits. AID 798;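 active = inhibition of at least 40%; inactive = inhibition below 40%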;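 also: fluorescence of freed AMC excited at 355 nm; 0% = enzyme without compound and 100% = no enzyme blank; many of its hits are not listed in these tables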
Target sequence (P03951 19-387 limits assumed): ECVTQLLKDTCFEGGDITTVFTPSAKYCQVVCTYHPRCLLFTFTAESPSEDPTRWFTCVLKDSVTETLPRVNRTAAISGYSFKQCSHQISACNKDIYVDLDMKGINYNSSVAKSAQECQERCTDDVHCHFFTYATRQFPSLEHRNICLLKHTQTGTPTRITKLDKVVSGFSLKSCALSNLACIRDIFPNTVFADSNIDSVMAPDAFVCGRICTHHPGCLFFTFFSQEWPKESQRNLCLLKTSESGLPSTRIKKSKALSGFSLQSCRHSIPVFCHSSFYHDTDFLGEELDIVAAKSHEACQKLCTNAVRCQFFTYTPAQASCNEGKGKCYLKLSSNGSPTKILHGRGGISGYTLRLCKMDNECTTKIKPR
Target sequence (P03951 388-625 limits assumed): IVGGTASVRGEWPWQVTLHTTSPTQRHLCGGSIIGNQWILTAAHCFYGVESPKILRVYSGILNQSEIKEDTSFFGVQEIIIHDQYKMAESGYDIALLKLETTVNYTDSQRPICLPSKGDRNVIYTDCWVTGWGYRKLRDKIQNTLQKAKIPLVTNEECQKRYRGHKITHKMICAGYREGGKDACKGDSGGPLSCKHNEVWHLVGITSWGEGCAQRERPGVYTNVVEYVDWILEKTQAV
FXIIa inh 1536 – inhibitors of human coagulation factor XIIa | P00748 | purified FXIIa, Boc-QGR-AMC fluorogenic substrate, 2 h | inhibition, % at 5 µM | 220,000 compounds, 0.3% hits | AID 800; in the data active = inhibition above about 40%;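 also: 0% = enzyme with no compound and 100% = blank without enzyme; many of its hits are not listed in these tables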
thrombin 1536 – blocks human thrombin protease activity | P00734 | inhibition, % at 5 µM | alpha-thrombin, Boc-VPR-AMC fluorogenic substrate cleavage | 220,000 compounds, 0.26% hits | AID 1046;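 active = inhibition at or above 40%; inactive = inhibition below 40%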;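 also: 0% = enzyme with no compound and 100% = wells without enzyme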
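signal = AMC fluorescence, 355/460 nm | material = human alpha-thrombin enzyme | control set = enzyme without compound as high, wells lacking enzyme as low | times = reaction at room temperature | read-out basis = percent inhibition scaled between no-compound controls and no-enzyme blanks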
Calpain2 inh – calpain II (pig) inhibition. inhibition, % at 16 µM. purified calpain II, fluorogenic peptide substrate, 30 min. 220,000 compounds, 0.37% hits;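 active = inhibition above about 50%, limit read from the data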
PERK inhibitor – human PERK inhibition, primary cell-based screen | CHO PERK-DD fusion, SEAP luminescence translation reporter | inhibition, % at 5.6 µM | 220,000 compounds, 0.17% hits | AID 1416;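 active = inhibition above the mean inhibition of all tested compounds plus 3 SD, set separately per screening campaign, cut at about 2.9% in these data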;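 also: PERK kinase domain activated by AP20187 dimerizer at 100 nM; 0% = DMSO with dimerizer and 100% = rapamycin at 8.4 µM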
Furin inh – blocks human furin protease activity. purified furin, fluorogenic substrate cleavage. P09958. inhibition, % at 30 µM. 220,000 compounds, 0.061% hits; in the data active = inhibition above about 25%; also: inactives centre near -15
hK5 inh – kallikrein 5 (human) inhibition; recombinant hK5, fluorogenic AMC substrate cleavage; inhibition, % at 5 µM; AID 873; 210,000 compounds, 0.59% hits;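 active = inhibition of 40% or more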;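 also: 0% = enzyme controls without compound and 100% = no-enzyme blanks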
Rad51 HR inh – Rad51 (human) homologous recombination inhibition. 200,000 compounds, 0.085% hits. inhibition, % at 10 µM. hRad51 DNA strand exchange, fluorescence dequenching;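 active = inhibition above 40% at the single screening dose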;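 also: 0% = DMSO control wells and 100% = blanks with heterologous ssDNA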
Target sequence (Q06609 whole entry, looked up): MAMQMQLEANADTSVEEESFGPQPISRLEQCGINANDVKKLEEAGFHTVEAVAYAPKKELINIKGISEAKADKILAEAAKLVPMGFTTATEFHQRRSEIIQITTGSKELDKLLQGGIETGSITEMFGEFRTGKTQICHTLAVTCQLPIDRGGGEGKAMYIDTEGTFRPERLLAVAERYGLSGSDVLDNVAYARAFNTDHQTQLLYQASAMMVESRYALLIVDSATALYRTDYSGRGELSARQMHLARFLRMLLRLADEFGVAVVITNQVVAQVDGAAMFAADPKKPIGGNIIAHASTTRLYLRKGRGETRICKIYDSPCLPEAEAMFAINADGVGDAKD
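material = hRad51 filaments on single-stranded DNA | timing = filaments 15 min 37 °C, then compound 30 min | signal = FRET fluorescence dequenching, excitation 485 nm, emission 520 nm | benchmarks = control wells and blank wells on each plate | evaluation = percent inhibition relative to plate controls and blanks | compound = 10 µM final, single point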
Cl transport mod – KCC2 (human) Cl- transport modulation. KCC2 cells, thallium flux FluoZin-2 fluorescence. B-score of Tl+ flux slope (higher = more flux/activation; lower = inhibition) at 10 µM. AID 1456. 190,000 compounds, 2.2% hits. Q9H2X9;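 active = thallium flux slope and its plate-corrected score both differing from the plate sample mean at a set confidence after two filtering rounds, in either direction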;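 also: slope of fluorescence scaled to starting intensity during 10 to 20 s after thallium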
Numbers without * were called inactive; / = not tested or not shown; [ ] = another dose, or the depositor's remark. The list is partial; the hit share may differ from the screen's.

entry	Molecule	FXIa inh 1536	FXIIa inh 1536	thrombin 1536	Calpain2 inh	PERK inhibitor	Furin inh	hK5 inh	Rad51 HR inh	Cl transport mod
1	Cc1cccc(NC(=O)c2ccc(Cn3cc(C(F)(F)F)ccc3=O)cc2)c1	2.5	12.1	-3.1	13.7	0.2	-12.1[20 µM]	-31.2	-11.0	0.176
2	O=C(NC1CCS(=O)(=O)C1)c1cnccn1 (stereo not drawn)	-20.1	10.1	-5.9	-8.7	0.9	-15.0[20 µM]	-0.7	/	1.08
3	O=C(CSc1nc2[nH]ncc2c(=O)[nH]1)N1CCCC1	4.0	8.3	-15.4	-2.3	0.7	-17.4	-5.3	8.3	1.42
4	Cc1cc(NC(=O)CSc2nc(-c3ccccc3Cl)nc3c2c(=O)n(C)c(=O)n3C)no1	2.8	14.2	2.0	10.4	2.1	-25.1	4.9	/	0.0759
5	N#Cc1cnn2ccc(-c3cc(N4CCOCC4)ccc3[N+](=O)[O-])nc12	3.8	13.1	3.9	-8.2	0.9	-6.3	7.0	-10.5	0.71
6	CCN(C(=O)COc1ncnc2scc(-c3ccc(F)cc3)c12)C1CCS(=O)(=O)C1 (stereo not drawn)	-2.2	1.7	-7.2	15.3	0.9	-18.1	-4.7	-0.7	/
7	Cc1ccc(NC(=O)CC2Nc3ccccc3NC2=O)cc1Cl (stereo not drawn)	/	/	/	/	2.2	-4.1[20 µM]	/	-9.4	0.376
8	COc1ccc(OCCC(=O)OCC(=O)NCc2ccc(F)cc2)cc1	-4.0	/	-11.1	-0.1	0.1	-18.5	-1.4	6.2	0.269
9	Cc1nn(-c2ccccc2)c(C)c1C(=O)OCC(=O)N1c2ccccc2NC(=O)C1(C)C	-4.1	7.1	0.9	23.2	-0.4	-13.9[20 µM]	-5.5	-5.9	-1.21
10	O=C1c2ccccc2C(=O)N1CCCCn1c(=O)oc2ccccc21	-10.8	-2.7	-4.3	9.9	1.4	-23.2	-0.6	-15.8	-0.395

Retrieved one by one from the list above (2):
entry	Molecule	FXIa inh 1536	FXIIa inh 1536	thrombin 1536	Calpain2 inh	PERK inhibitor	Furin inh	hK5 inh	Rad51 HR inh	Cl transport mod
9	Cc1nn(-c2ccccc2)c(C)c1C(=O)OCC(=O)N1c2ccccc2NC(=O)C1(C)C	-4.1	7.1	0.9	23.2	-0.4	-13.9[20 µM]	-5.5	-5.9	-1.21
5	N#Cc1cnn2ccc(-c3cc(N4CCOCC4)ccc3[N+](=O)[O-])nc12	3.8	13.1	3.9	-8.2	0.9	-6.3	7.0	-10.5	0.71

Additional structures.
entry	Molecule	FXIa inh 1536	FXIIa inh 1536	thrombin 1536	Calpain2 inh	PERK inhibitor	Furin inh	hK5 inh	Rad51 HR inh	Cl transport mod
11	O=C(/C=C/c1ccc(Cl)cc1Cl)Nc1cccc(S(=O)(=O)NC2=NCCCCC2)c1	-2.1	8.1	-0.8	-2.2	-0.6	-13.4	-12.3	1.7	-0.332
12	CCS(=O)(=O)N1N=C(c2ccc(NS(C)(=O)=O)cc2)CC1c1ccccc1 (stereo not drawn)	-6.8	-2.6	-10.0	-172.9	-0.2	-9.7	-19.1	-4.3	-1.51
13	COc1ccc(C2CC(=O)C(C=NCCN3CCNCC3)=C(O)C2)cc1OC (stereo not drawn)	-2.5	4.4	-0.6	-33.0	0.6	-7.7	1.8	-2.2	-0.000825
14	CN(Cc1ccccc1)CC(O)COc1ccc(CNCCc2cccnc2)cc1 (stereo not drawn)	-2.0	3.1	-3.3	17.1	0.7	-23.1	/	/	-0.853
15	O=C1C(Oc2ccccc2)C(c2cccs2)N1Cc1ccc2c(c1)OCO2 (stereo not drawn)	-7.7	3.6	-6.4	19.9	-0.2	-17.9[20 µM]	-4.0	-7.6	-0.977
16	O=c1c2c3c(sc2nc2n1CCC2)CCCC3	0.5	9.7	-0.1	-8.3	1.2	-25.8	6.9	19.4	0.12
17	CCN(C(=S)Nc1ccc(Oc2ccccc2)cc1)c1ccccc1	7.7	17.4	-4.0	23.4	0.9	-5.2	0.4	-6.6	-0.493
18	Cc1cccc(-n2c(C)cc(C(=O)NC3CCCCC3)c2C)c1	-3.1	-7.0	-7.9	11.7	-0.3	-24.1	-7.1	5.1	-0.00906
19	O=[N+]([O-])c1cc(-c2ccc(C(=S)N3CCOCC3)o2)ccc1Cl	-6.4	5.1	-1.0	14.3	-1.0	-23.0	-14.3	-15.6	0.247
20	COc1ccc(CCNC(=O)COC(=O)Cc2cc(OC)c(OC)c(OC)c2)cc1	-2.0	3.3	-9.3	3.3	1.6	-24.9	-0.5	6.3	0.801

Next results
entry	Molecule	FXIa inh 1536	FXIIa inh 1536	thrombin 1536	Calpain2 inh	PERK inhibitor	Furin inh	hK5 inh	Rad51 HR inh	Cl transport mod
21	COc1cc(C(=O)OCC(C)=O)c([N+](=O)[O-])cc1OC	-2.0	-9.0	-10.2	20.9	0.2	-5.6	-8.8	-5.7	-0.47
22	Cc1cc(C)nc(NS(=O)(=O)c2ccc(NC(=S)NC(=O)C(C)(C)C)cc2)n1	-15.5	14.7	3.7	-14.7	0.0	-13.8[20 µM]	7.9	-0.1	/
23	Cc1nc(-c2ccccn2)sc1C(=O)Nc1ccc(Cl)c(Cl)c1	2.6	12.6	-3.7	-189.1	-0.5	-18.5[20 µM]	-9.8	1.6	/
24	CCNC(=O)/C(=C/c1cccc([N+](=O)[O-])c1)NC(=O)c1ccc(C)cc1	-26.2	2.5	-7.2	-12.7	0.3	-7.3	-5.7	3.8	-0.474
25	COC(=O)c1ccc(CSc2nnnn2C)o1	-2.8	14.6	1.5	-0.5	0.2	-1.5	-1.2	1.7	1.63
26	Cc1c(C=O)c2ccccc2n1CC(=O)N1CCc2ccccc2C1	24.2	7.8	-3.8	22.0	-1.1	-18.4[20 µM]	-4.4	-3.2	0.188
27	CCc1nc(N[C@@H](CC(C)C)C(=O)O)c2oc3ccccc3c2n1	12.0	11.9	-1.2	18.3	0.7	-27.7[20 µM]	8.1	2.9	-1.6
28	O=C(Nc1ccon1)c1csc2ccccc12	-5.2	4.9	-6.2	21.3	-0.5	-11.8[20 µM]	-1.1	7.4	-0.029
29	CC(C)c1ccc(NC(=O)COC(=O)CCC(=O)c2cccs2)cc1	-0.6	8.9	-6.5	7.6	0.5	-22.3	-14.1	-14.7	-0.469
30	C/C=C/Cn1c(SCc2ccc(C)cc2)nc2c1c(=O)[nH]c(=O)n2C	-8.5	10.4	1.6	-39.7	0.1	-21.7	-12.9	12.9	/

(next part)
entry	Molecule	FXIa inh 1536	FXIIa inh 1536	thrombin 1536	Calpain2 inh	PERK inhibitor	Furin inh	hK5 inh	Rad51 HR inh	Cl transport mod
31	Cc1ccc(C)c(OCC(=O)N/N=C/c2c(C)nn(-c3ccccc3)c2Cl)c1C	6.0	15.4	-7.1	7.6	-0.9	-0.7	-12.5	1.1	-0.761
32	CC(C)C[C@H](NC(=O)c1[nH]cnc1C(=O)N[C@@H](C)C(=O)OC(C)(C)C)C(=O)OC(C)(C)C	-1.5	5.5	-4.2	13.6	/	-13.5	-1.0	-3.2	-0.0279
33	O=C(NC(Cc1ccccc1)C(=O)O)/C(=C\c1ccco1)NC(=O)c1ccco1 (stereo not drawn)	-4.2	3.7	0.3	-12.2	0.3	-16.3	1.0	/	-0.37
34	COc1ccc(NC(=O)CSc2nc(C)cc(C(F)(F)F)n2)cc1	3.8	5.1	-3.3	-19.0	0.7	-11.6[20 µM]	-0.2	-1.1	0.0104
35	C/C(CC(=O)Nc1ccccn1)=N\NC(=O)c1cnccn1	-1.5	8.8	-4.2	9.8	0.3	1.0	-8.6	-12.2	-0.331
36	CCCCCCCCCCCCOC(=O)C[N+](C)(C)C	2.7	9.6	1.2	-3.9	3.2*	-26.8	3.2	4.7	2.09
37	CC1CCN(CCCNC(=O)c2n[nH]c(=O)c3ccccc23)CC1	-7.0	-2.7	-3.9	30.8	0.0	-31.2	-3.2	4.2	1.02
38	COc1ccc2c(=O)cc(C(F)(F)C(F)(F)F)oc2c1	2.9	12.0	2.1	-41.5	1.3	-33.5	-10.3	4.5	-0.536
39	CCOC(=O)c1cc(-c2cc3ccccc3o2)n[nH]1	3.6	13.5	2.4	1.6	0.2	-16.0	2.6	0.5	0.05
40	O=c1[nH]c2cc3c(cc2cc1CN(Cc1cccnc1)C(=S)NCc1ccco1)OCCO3	-2.6	3.6	-8.7	-127.9	0.0	-1.0	-1.1	-1.5	-0.356

Single entries from the entries so far.
Under Furin inh, entry 32 has the entry -13.5
Under Rad51 HR inh, entry 34 has the entry -1.1

Next part.
entry	Molecule	FXIa inh 1536	FXIIa inh 1536	thrombin 1536	Calpain2 inh	PERK inhibitor	Furin inh	hK5 inh	Rad51 HR inh	Cl transport mod
41	COc1ccc(-c2nnc3sc(C4CCCCC4)nn23)cc1OC	-1.6	7.8	-8.6	-28.8	-0.8	-15.8	-6.7	-7.8	/
42	COc1cccc(C2CC(c3cccc(Br)c3)n3ncnc3N2)c1 (stereo not drawn)	-0.9	8.7	-5.2	-10.6	-0.4	-12.9	-3.8	7.2	0.151
43	CCOC1Cc2ccccc2N(C(N)=O)c2ccccc21 (stereo not drawn)	3.6	13.4	-1.5	10.2	-0.6	-5.2[20 µM]	-8.4	3.4	-1.18
44	COCCSc1ccccc1C(=O)N1CCOCC1	-1.2	-4.7	4.4	5.6	0.4	3.4[20 µM]	-6.5	1.8	-0.293
45	COC(=O)c1sc2cc(=O)n(-c3cccc(C(F)(F)F)c3)nc2c1O	1.3	5.2	-9.9	-20.2	0.7	-24.4	-9.0	24.3	2.1
46	COc1ccc(NS(=O)(=O)c2cc(NC(=O)c3cccs3)ccc2N2CCOCC2)cc1	1.7	10.2	-0.4	-80.7	0.3	-17.8	/	/	-0.16
47	O=C(CSc1nnc(-c2ccncc2)n1Cc1ccco1)OC1CCCCC1	0.0	8.8	-1.8	6.2	-0.8	-6.8	-14.9	-1.4	/
48	CCOC(=O)N1CCN(c2cc(C)nc3nc(C)nn23)CC1	-2.0	5.9	5.7	13.9	0.9	-9.5	3.3	2.7	0.522
49	COc1ccc(C(=O)O)cc1F	-9.6	-2.8	-8.0	23.9	1.5	-10.3	5.7	-0.6	/
50	O=C(COC(=O)c1ccccc1Br)Nc1ccccc1F	-1.8	13.4	0.4	14.4	1.0	-27.8	0.3	14.8	0.292
51	CCN1CCN(Cc2ccc(NC(=O)c3cc(NC(=O)c4ccc5n[nH]nc5c4)cc(OC)c3)cc2C(F)(F)F)CC1	-0.3	7.3	-1.8	-50.0	/	-26.4	0.4	-0.7	-0.226
52	COc1ccc(-c2coc3c(CN4CCCCC4)c(O)c(CN4CCCCC4)c(O)c3c2=O)cc1	2.3	14.1	4.1	-18.9	0.1	-12.0	-3.0	-5.8	-0.0695

Record cards, as listed above.
COc1ccc(C(=O)O)cc1F as listed: FXIa inh 1536: -9.6; FXIIa inh 1536: -2.8; thrombin 1536: -8.0; Calpain2 inh: 23.9; PERK inhibitor: 1.5; Furin inh: -10.3; hK5 inh: 5.7; Rad51 HR inh: -0.6; Cl transport mod: /
COC(=O)c1sc2cc(=O)n(-c3cccc(C(F)(F)F)c3)nc2c1O as listed: FXIa inh 1536: 1.3; FXIIa inh 1536: 5.2; thrombin 1536: -9.9; Calpain2 inh: -20.2; PERK inhibitor: 0.7; Furin inh: -24.4; hK5 inh: -9.0; Rad51 HR inh: 24.3; Cl transport mod: 2.1
